SMN2 splice up – increases expression of the SMN2 splice variant; Potency, µM (doses to about 46.1 µM), for the others: at the top dose activity change, positive = activation, hits mostly activators; AID 1458; actives 2.8% (n = 210,000); HEK293 SMN2-luciferase splicing reporter, luminescence, 30-36 h; note: potency is the fitted concentration of half-maximal effect; % of control where 0% means no effect; nearly all actives have a fitted effect of over 55% in size
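HEK293 cells carry an SMN2 […]–luciferase reporter in which exon 7 inclusion puts luciferase in frame. Cells were plated 10-12 h before compound addition, then incubated 30-36 h at 37C. ONE-Glo luminescence was read; sodium butyrate at 4.5 mM final served as control.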
CBFb RUNX1 block – inhibitors of human CBF-beta and RUNX1 interaction; Potency, µM (highest dose often 59.8 µM), without a hit: at the highest dose activity, negative = inhibition, actives largely listed as inhibitors; 230,000 tested, under 10 active; AlphaScreen CBFb-His/RUNX1-biotin binding, biochemical; Q01196+Q13951; note: % of control where 0% means no effect
Target sequence (Q01196 whole entry, looked up): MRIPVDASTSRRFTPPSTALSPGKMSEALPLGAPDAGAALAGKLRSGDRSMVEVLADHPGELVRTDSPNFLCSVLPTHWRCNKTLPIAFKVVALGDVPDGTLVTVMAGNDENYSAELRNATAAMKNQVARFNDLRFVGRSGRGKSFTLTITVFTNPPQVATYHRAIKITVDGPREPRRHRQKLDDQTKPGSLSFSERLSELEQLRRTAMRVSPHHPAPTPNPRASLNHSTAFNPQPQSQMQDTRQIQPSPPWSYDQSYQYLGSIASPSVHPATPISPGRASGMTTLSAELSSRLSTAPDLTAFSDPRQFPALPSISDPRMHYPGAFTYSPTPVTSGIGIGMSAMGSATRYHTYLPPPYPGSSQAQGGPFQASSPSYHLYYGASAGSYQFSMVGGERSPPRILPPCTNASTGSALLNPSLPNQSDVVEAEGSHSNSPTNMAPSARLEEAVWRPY
Target sequence (Q13951 whole entry, looked up): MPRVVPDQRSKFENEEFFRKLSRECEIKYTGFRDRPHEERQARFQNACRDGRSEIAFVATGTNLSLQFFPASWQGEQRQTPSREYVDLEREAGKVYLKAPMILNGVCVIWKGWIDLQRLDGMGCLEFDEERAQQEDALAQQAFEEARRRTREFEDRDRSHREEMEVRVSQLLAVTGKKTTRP
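CBFb-His/RUNX1-biotin, 30 nM each, preincubated 20 min RT; compound 15 min RT; Ni + streptavidin beads 50 ng each, 90 min RT; AlphaScreen read.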
Lamin A splicing – changes lamin A minigene splicing in HeLa cells | AID 1487 | Potency, µM (titrated, usually from 46.1 µM), for inactives: at the highest dose ratio change, negative = inhibition, hits mostly inhibitors | actives 0.01% (n = 200,000) | HeLa LMNA splicing GFP/RFP minigene ratio, 48 h; active = well fitted inhibition curve with a large enough effect in the signal ratio, with a control signal flat, not every such curve was filed as active; inconclusive = small, poorly fitted or top-dose-only effect, or effect the other way, or a change in a side signal; the % refers to the signal ratio; note: potency is the fitted concentration of half-maximal effect; % is set by controls: 0 for no effect and ±100 for the full control effect
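S3 HeLa stable clones carrying a lamin A-EGFP splicing minigene plus DsRed2 were seeded at 600 cells/well in Opti-MEM with 2% FBS, pin-dosed and incubated 48 h at 37°C. Acumen cytometry (488 nm) gave the GFP/RFP total-intensity ratio.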
HTT ATP protect – Huntington cell model cytoprotection by ATP luminescence; PC12 HTT-Q103 induced, cytoprotection, ATP luminescence, 40 h; actives 0.14% (n = 230,000); AID 1471; Potency, µM (top dose mostly 56.4 µM), without a hit: cytoprotection (ATP increase), actives largely listed as activators;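 note: potency is the fitted concentration of half-maximal effect; % of control where 0% means no effect; nearly all actives have a fitted effect of over 45% in size; toxic huntingtin expression switched on by the ecdysone agonist tebufenozide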
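Compounds were screened for protection of PC12 cells against cell death after tebufenozide induction (100 nM final) of mutant Huntingtin exon 1 (Q103) fused to GFP.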
HttQ103 aggreg – mutant huntingtin aggregation inhibition. PC12 HttQ103-GFP aggregates, Acumen cytometry, 40 h. Potency, µM (titrated, usually from 46.1 µM), for inactives: at the highest dose activity change, negative = inhibition, actives largely listed as inhibitors. actives 1.1% (n = 220,000). AID 1688; note: potency is the fitted concentration of half-maximal effect; % is set by controls: 0 for no effect and ±100 for the full control effect; nearly all actives have a fitted effect of over 60% in size
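Quantitative HTS on tebufenozide-induced (100 nM) PC12 cells stably expressing polyQ103 Huntingtin exon 1–GFP. Reduction of bright GFP aggregates, detected by laser scanning cytometry after lysis, identified actives across the titration.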
IMPase Li inh – membrane-permeable IMPase blocker, potentiated with lithium. CHO-M1 cells, IP1 TR-FRET (IP-One), carbachol + lithium. Potency, µM (doses to about 59.4 µM), inactives show at the highest dose activity, negative = IMPase inhibition, most hits filed as inhibitors. actives 0.35% (n = 210,000). AID 1457;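 note: IP1 builds up when IMPase is blocked and the TR-FRET signal falls; potency is the fitted concentration of half-maximal effect; plate controls were basal vehicle for no effect and high inhibitor control for full effect; nearly all actives have a fitted effect of over 50% in size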
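CHO cells stably expressing M1 receptor (2000/well, cultured 16–30 h) treated 30 min at 37C with compound plus low lithium. Cytosolic IP1 by TR-FRET (665/620 ratio and 620 channel) after 10 min lysis; AC50 by Hill fit.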
Luc counter – Kinase-Glo luciferase inhibition (counter-screen); actives 0.28% (n = 200,000); Q27757; AID 1379; Kinase-Glo luciferase, ATP luminescence, 8 min; Potency, µM (series often up to 38.3 µM), without a hit: top-dose activity change, negative = inhibition, most hits filed as inhibitors; note: potency is the fitted concentration of half-maximal effect; % is set by controls: 0 for no effect and ±100 for the full control effect; nearly all actives have a fitted effect of over 60% in size
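Compounds were added to a substrate mix at pH 7.2 (50 mM imidazole, 10 uM ATP, within the enzyme's linear range), followed by Kinase-Glo detection reagent; luminescence was measured after 8 minutes at ambient temperature.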
Numbers without * were called inactive; u = inconclusive; x = not tested or not shown; & = joins results of further samples; [ ] = dose if it differs, or a comment. Unless noted, calls come from the whole dose curve; as a rule, active = well fitted curve in the direction sought with a large enough effect; inconclusive = small, poorly fitted or top-dose-only effect, or another doubt; inactive = no such curve, though single readings can be large; an effect the other way counts as inactive or inconclusive. An unsorted share of the library, and some 4% of all compounds hit somewhere here.

Second line of a record – SMN2 splice up | CBFb RUNX1 block | Lamin A splicing | HTT ATP protect | HttQ103 aggreg | IMPase Li inh | Luc counter
Cn1c(=O)oc2cc(S(=O)(=O)N3CCC(C(=O)NCc4ccc(F)cc4)CC3)ccc21
→ 7%&7% | 2% | -4% | -13% | 2% | -8%[38.3 µM] | 6%
CC(=O)N(Cc1cccs1)Cc1cc2ccc(C)c(C)c2nc1Cl
→ -15% | u | 17%[46 µM] | -11% | -14% | 21% | -1%
COc1ccc(S(=O)(=O)N/N=C/c2ccc(OCCN3CCOCC3)c(OC)c2)cc1
→ -6% | -10% | 0% | -12%[10 µM] | -11% | 8% | -2%
Cc1cccc(CSCCNC(=O)CN(c2cc(C)cc(C)c2)S(C)(=O)=O)c1
→ x | 2% | x | -11%[10 µM] | 5%[9.22 µM] | x | x
CC(C)(C)n1nnnc1C(c1cccs1)N(Cc1ccccc1)Cc1ccco1 (centres undefined)
→ x | 0% | u | -25% | u | x | x
N#CCCN1CCN(C(=O)c2c(N)no[n+]2[O-])CC1
→ 7% | 2% | 16%[9.22 µM] | -13% | 2% | 0% | 5%
COc1ccc(OC)c(NC(=O)Cn2c(=O)oc3ccccc32)c1
→ 2% | 1% | -3% | -10% | -15% | -1%[38.3 µM] | 0%
O=C(CC1NCCNC1=O)Nc1ccc([N+](=O)[O-])cc1 (centres undefined)
→ 7% | 8% | -7%[46 µM] | x | -3% | 3% | -8%
NS(=O)(=O)c1cc(Br)c(N=Nc2ccc(O)c3ncccc23)c(Br)c1
→ 15%[9.22 µM] | x | x | 1%[10 µM] | x | -15% | -5%[7.66 µM]
O=C(Nc1ccccc1)N1CCN(c2ccccn2)CC1
→ -4% | -2% | -1% | 24% | 0% | 1%[38.3 µM] | -3%
CCN1CCN(C(=S)Nc2cccc([N+](=O)[O-])c2)CC1
→ x | -1% | u | 24%[10 µM] | -12% | x | x
CCOC(=O)C1CCN(C2CC(=O)N(c3cccc(Cl)c3)C2=O)CC1 (centres undefined)
→ 13% | 5% | 0% | 4% | -14% | 15%[38.3 µM] | -1%
O=C1C(c2ccc(F)cc2)N(Cc2ccc3c(c2)OCO3)C(=O)CN1C1CCCC1 (centres undefined)
→ -21% | 0% | u | -32% | -6% | 15%[38.3 µM] | -2%
CCOC(=O)c1c(N)sc(C(=O)N(CC)CC)c1C
→ x | 2% | -8%[46 µM] | -4%[10 µM] | 10%[9.22 µM] | 2% | 3%
Cc1cc(C)c(S(=O)(=O)c2ccccc2)c(N(C)C)n1
→ -4% | 2% | 9% | -12% | -2% | 7%[38.3 µM] | 1%
Cc1cnc(CNc2nc(-c3ccccc3C(F)(F)F)nc3ccccc23)cn1
→ x | x | 12% | -13% | x | -6% | x
CCNC(=S)Nc1cc(OC)c(NC(=O)c2ccco2)cc1OC
→ -2% | 1% | x | 28%[10 µM] | 21%[9.22 µM] | 7% | 0%
CC(C)(C)c1cccc(P(=O)(c2ccccc2)c2ccccc2)c1O
→ x | -4% | x | 7%[10 µM] | -13%[9.22 µM] | x | x
O=[N+]([O-])c1ccc(NCCCO)c(S(=O)(=O)N2CCOCC2)c1
→ -15% | -17% | x | -1% | -7% | 2% | 2%
C/C(=N\NC(=O)CSCc1ccccc1Cl)c1cc(O)ccc1O
→ x | u | u | -35%[10 µM] | 40%[9.22 µM] | 9% | 1%
COc1ccc(C2=CC3=C(Br)C(=O)C(C)(O)C(=O)C3=CO2)cc1 (centres undefined)
→ -9% | -2%&0% | x | -24% | 5%[9.22 µM] | 31%[activator] | -5%
Cc1nc(-c2ccc(C#N)cc2)cs1
→ x | 4% | x | -14%[10 µM] | -5%[9.22 µM] | x | x
Cc1ccc(NC(=O)c2c3c(nc4ccccc24)CCC3)cc1S(=O)(=O)N(C)C
→ x | u | x | -45%[inhibitor] | -12% | -11% | x
O=C(CN1C(=O)COc2ccccc21)N(Cc1ccc2c(c1)OCO2)CC1CCCO1 (centres undefined)
→ 2% | 4% | 2% | -23%[10 µM] | 6% | 5%[38.3 µM] | 2%
Cc1cc(C)cc(N(CC(=O)NCc2cccnc2)S(C)(=O)=O)c1
→ -6% | 8% | -10% | 1%[10 µM] | -4% | -11%[38.3 µM] | -3%
CCN(CCO)Cc1cc(=O)oc2cc3c(cc12)CCC3
→ -20% | -29% | u | -1% | 7% | 0% | 2%
Cc1ccccc1-c1nc(CN2CCCC(C(=O)NCCCN3CCOCC3)C2)c(C)o1 (centres undefined)
→ 24% | -2% | -9% | -19% | -8% | 21%[38.3 µM] | -2%
COc1ccc(C2=NO[C@@H]3C(=O)N(Cc4ccccc4)C(=O)[C@H]23)cc1OC
→ -9% | -10% | 8% | 10% | 21% | 20%[38.3 µM] | -2%
COc1ccc(C(=O)NNC(=O)c2ccccc2[N+](=O)[O-])cc1Br
→ 22% | -2% | -5% | x | -15% | 0% | -4%
Cc1ccc2cccc(OCC(=O)c3cc(C)n(Cc4ccco4)c3C)c2n1
→ -12% | u | x | -49%[inhibitor] | -28% | 14% | 0%
C=CCNC(=S)NC(=O)c1oc2ccccc2c1C
→ u | 0% | u | x | x | 0% | -4%
O=c1ccnc(SCCC(F)=C(F)F)[nH]1
→ 29% | 2% | u | 39%[10 µM] | -22% | 2% | 0%
COc1ccc(-c2noc(CSc3nc(N)c(-c4ccccc4)c(=O)[nH]3)n2)cc1OC
→ -15% | 0% | -19% | 4%[0.074 µM] | 6% | 3% | -3%
COCCCNC(=S)N/N=C/c1ccc2c(c1)OCO2
→ x | 5% | x | 14%[10 µM] | 27%[9.22 µM] | x | x
Cn1c(=O)n(CC(=O)NC2CCCCC2)c(=O)c2ccccc21
→ x | 9% | 13% | -11% | -8% | 35%[activator][38.3 µM] | -1%
COC(=O)Cn1c2c(c3cc(C)ccc31)CCCC2NC(C)c1ccccc1 (centres undefined)
→ x | 2% | x | 14%[10 µM] | 11%[9.22 µM] | x | x
CCOC(=O)c1sc(NC(=S)NC(=O)c2ccco2)nc1C
→ u | 0% | -10% | -19%[10 µM] | -17% | -8% | -2%
COc1cc(OC)cc(-n2nnnc2SCC(=O)Nc2ccc(C(C)=O)cc2)c1
→ -33%[inhibitor] | -2% | 10% | 16% | -11% | 3.5µM* | -1%
O=C(Nc1ccccc1N1CCCCC1)c1ncoc1-c1cccc(F)c1
→ x | 9% | x | 14%[10 µM] | -21%[9.22 µM] | x | x
CC(=O)Oc1ccc2c(=O)c(Oc3ccccc3)coc2c1OC(C)=O
→ u | u | u | x | u | 1% | 1%
O=C(Cc1nc2ccccc2s1)c1ccc(O)cc1O
→ u | 3% | 0% | -17%[1.9 µM] | -3% | 2%[38.3 µM] | 0%
COc1cccc(OCCCn2cc(/C=C3/C(=N)N4C=C(C)SC4=NC3=O)c3ccccc32)c1
→ u | 4% | -6% | 13%[10 µM] | 5% | -11% | -3%
COc1cc(/C=C2/C(=N)N3C=CSC3=NC2=O)ccc1OCCOc1ccc(NC(C)=O)cc1
→ 12% | -1% | 10%[46 µM] | -23% | -2% | 7% | -2%
C/C(=N\OCc1nc2ccccc2c(=O)n1/N=C/c1cc([N+](=O)[O-])ccc1O)c1ccccc1
→ x | -22% | x | -4%[10 µM] | 4%[9.22 µM] | x | x
Cc1ccc(-c2nc3sc4c(c3c(=O)n2N)CC(C)(C)OC4)cc1
→ -51%[inhibitor] | -1% | -2% | -19% | -13% | 1%[38.3 µM] | 2%
O=C(NCc1cccs1)C1CCCN(c2nc3ccccc3o2)C1 (centres undefined)
→ -20% | 2% | -5%[0.0737 µM] | 5% | 16% | 5%[38.3 µM] | 2%
O=C(Nc1ccc(F)cc1)N1CCN(C/C=C/c2ccccc2)CC1
→ -45%[inhibitor] | -3% | u | -5% | -3% | 10%[38.3 µM] | -5%
Cc1ccc(-c2ccnc(=S)[nH]2)cc1
→ 9% | 4% | u | -1% | 11% | 2%[38.3 µM] | -3%
Cc1noc(C)c1C(=O)N1CCC2(CCCN(c3ccccc3)C2)CC1
→ -6% | x | x | -27% | x | 6% | 1%
C=C(C)C(=O)Nc1ccc(NC(C)C)cc1
→ x | 11% | -1%[46 µM] | 4%[10 µM] | 8%[9.22 µM] | x | x

(cont.)
Second line of a record – SMN2 splice up | CBFb RUNX1 block | Lamin A splicing | HTT ATP protect | HttQ103 aggreg | IMPase Li inh | Luc counter
Cc1cc(N2CCOCC2)ncc1[N+](=O)[O-]
→ 14% | -3% | 1% | -17% | 1% | -3%[38.3 µM] | 2%
O=C(O)/C(=C\c1cn(-c2ccccc2)nc1-c1cccnc1)NC(=O)c1ccccc1
→ x | 3% | x | 25%[10 µM] | 11%[9.22 µM] | x | x
O=C(c1ccc(S(=O)(=O)N2CCOCC2)cc1)N1CCN(c2ccccc2)CC1
→ 5% | 2% | -9% | -5% | -11% | 20%[38.3 µM] | 1%
CC(C)C(c1nnnn1CCc1ccccc1)N1CCSCC1 (centres undefined)
→ x | 0% | x | -22%[10 µM] | -8%[9.22 µM] | 19% | 1%
Cc1nc(NC(=O)c2cc3c(s2)CCCCC3)sc1C(=O)N(C)C
→ u | -4% | u | -23% | 3% | 12%[38.3 µM] | 0%
CCOc1ccc(NC(=O)Cn2nnc(-c3ccccc3NC(=O)CC)n2)cc1
→ -23% | 2% | u | 3% | -3% | 9%[38.3 µM] | 14%
COc1ccc(OCCC(=O)OCC(=O)NCc2ccccc2)cc1
→ 8% | -1% | -6% | -3%[10 µM] | -28% | 1% | 2%
Cc1cc(C)n(C(=O)COc2c(C)cccc2C)n1
→ 16% | 10% | 12% | -3% | -1% | 6%[38.3 µM] | -3%
Cc1ccsc1C1Nc2ccccc2-c2nc3ccccc3n21 (centres undefined)
→ 28% | 1% | -5% | -13%[10 µM] | 15% | 5% | -2%
O=C(OCc1cncs1)c1ccccc1
→ -8% | -4% | x | 2% | 10% | 5% | -1%
COc1cccc(N2CCN(Cc3ccsc3)CC2)c1
→ -18% | 1% | 6% | -28% | -3% | 22%[38.3 µM] | -2%
CC(=O)NCc1cc(-c2ccc(Cl)cc2)no1
→ -1% | 6% | u | -48% | 2% | -8% | 0%
O=C(Nc1ccc(N2CCN(C(=O)c3ccc(Cl)cc3)CC2)cc1)c1ccc([N+](=O)[O-])o1
→ -72%[inhibitor] | -10% | u | -9%[10 µM] | u | 28% | -3%
COCCNCCCCOc1ccc(C)cc1[N+](=O)[O-]
→ 8% | u | -3% | -1%[10 µM] | -11% | 2% | -2%

Source: PubChem
